# A549 viability – kills or reduces viability of A549 cells in Nrf2 counter-screen | Potency, µM (titrated, usually from 46 µM), inactives show at the top dose activity change, negative = cytotoxicity, actives largely listed as inhibitors | A549 ARE-Fluc cells, CellTiter-Fluor viability, 18-24 h | AID 504648 | 390,000 compounds, 0.16% hits; note: potency is the fitted concentration of half-maximal effect; % is set by controls: 0 for no effect and ±100 for the full control effect
#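 A549 ARE_Fluc cells in 5% FBS OPTI-MEM were exposed to compounds in concentration-response for 18-24 h at 37 deg C. Viability was read by CellTiter-Fluor fluorescence (Ex 405/Em 525) after 30 min, before the luciferase read.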
# Nrf2 block – Nrf2 pathway inhibition; AID 504444; A549 ARE-Fluc reporter, luciferase luminescence, 18-24 h; 360,000 compounds, 2.1% hits; Potency, µM (top dose mostly 46 µM), without a hit: at the highest dose activity change, negative = inhibition, hits mostly inhibitors; note: potency is the fitted concentration of half-maximal effect; % is set by controls: 0 for no effect and ±100 for the full control effect; nearly all actives have a fitted effect of over 60% in size
#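 In this cell-based qHTS, ARE-driven firefly luciferase in A549 cells reports Nrf2 activity; the luminescent signal after BugLite lysis is the measured value, with a prior CellTiter-Fluor read for cell health.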
# CCT modulator – changes cytosolic chaperonin activity. purified chaperonin ATPase assay, HTRF ADP detection, 30 min. activity change, % (concentration not given with the values), hits read low. 360,000 compounds, 0.3% hits. AID 651819; in the data active = activity change below about -30%; note: % is set by controls: 0 for no effect and ±100 for the full control effect
#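 TRiC (40 or 20 nM final, by batch activity) in 30 mM Tris pH 7.4, 100 mM KCl, 5 mM MgCl2, 1 mM DTT was treated with compound at 76 uM single dose, then 10 uM ATP, 30 min at 37 °C. ADP was read by HTRF Transcreener.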
# pAkt inh – blocks phosphorylation of Akt | Neuro2A IGF-stimulated pAkt S473 HTRF, 20 min; hits give low values | activity change, % for hits at 50 µM | 360,000 compounds, 0.32% hits | AID 651550; in the data active = activity change below about -80%; inconclusive = mostly about -51% to -80%; note: % is set by controls: 0 for no effect and ±100 for the full control effect
#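 Neuro2A cells in DMEM with 0.5% FBS, overnight at 37 deg C, given compound at single 50 µM final, then IGF (6 nM final) for 20 min at 37 deg C. Lysed; phospho-Akt Ser473 by HTRF after 24 h, 665/615 ratio.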
# Nrf2 activator – Nrf2 pathway activation | AREc32 ARE-luciferase reporter (MCF7-derived line), luminescence, 24 h | Potency, µM (highest dose often 46.1 µM), inactives show at the highest dose activation, actives largely listed as activators | 410,000 compounds, 0.31% hits; note: potency is the fitted concentration of half-maximal effect; % of control where 0% means no effect; nearly all actives have a fitted effect of over 65% in size
#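 AREc32 cells carrying an ARE-driven firefly luciferase reporter were seeded at 1000 cells/well in OPTI-MEM with 5% FBS, then exposed to compound for 24 hr at 37 deg C. Luminescence was read with Steady-Glo after 30 min at RT.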
# TGFb SMAD3 inh – blocks TGF-b signaling | HepG2 CAGA-GFP TGF-b/SMAD3 reporter, GFP fluorescence, 18 h; TGF-beta stimulated, 500 pg/mL final | Potency, µM (doses to about 46.1 µM), for the others: at the top dose activity, negative = inhibition, most hits filed as inhibitors | 410,000 compounds, 1.2% hits | AID 588855; note: potency is the fitted concentration of half-maximal effect; % is set by controls: 0 for no effect and ±100 for the full control effect; nearly all actives have a fitted effect of over 65% in size
#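 Read-out: total well GFP (ex488/em500-530) summed from mean per-cell fluorescence. Cells: HEPG2 CAGA-GFP, 1% FBS DMEM, 18 h at 37 degrees C with 500 pg/mL final TGF-beta. Unstimulated wells served as the full-inhibition control; stimulated DMSO wells = 0%.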
# HepG2 tox – HepG2 cytotoxicity, counter-screen for TGF-b inhibitors; Potency, µM (titrated, usually from 46.1 µM), without a hit: top-dose activity change, negative = cytotoxicity, hits mostly cytotoxic; HepG2 CAGA-GFP viability, ATP luminescence, 18 h; 410,000 compounds, 0.76% hits; note: potency is the fitted concentration of half-maximal effect; some results filed as inactive show a strong effect at the top dose
#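 HepG2 CAGA-GFP cells (1000/well, DMEM with 1% FBS) received compound, then TGF-beta at 500 pg/mL final, and were incubated 18 hours at 37 degrees C. Viability was read by CellTiter-Glo luminescence. Media-only wells were set as complete cell-killing and DMSO as no toxicity.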
# ATXN viability – reduces viability in counter-screen for ATXN expression inhibitors. S2 cells (HEK-293 line with an ATXN2-luciferase reporter) viability, CellTiter-Fluor protease fluorescence, 24 h. Potency, µM (doses to about 56.7 µM), actives largely listed as cytotoxic. 400,000 compounds, 0.49% hits. AID 651635; note: potency is the fitted concentration of half-maximal effect; nearly all actives have a fitted effect of over 40% in size
# MmCpn inh – inhibitors of Methanococcus maripaludis chaperonin (MmCpn) | purified Mm-Cpn ATPase, ADP Transcreener TR-FRET | AID 504842 | Potency, µM (titrated, usually from 76.9 µM), without a hit: at the highest dose activity, negative = inhibition, hits mostly inhibitors | 330,000 compounds, 0.031% hits; note: potency is the fitted concentration of half-maximal effect; % is set by controls: 0 for no effect and ±100 for the full control effect; nearly all actives have a fitted effect of over 80% in size
#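 ATP (10 uM final) was added to archaeal chaperonin (25 nM final) after 10 min exposure to test compound at 37°C; after 30 min further incubation, ADP was detected by competitive TR-FRET.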
# * = called active by the depositor; i = inactive; ? = inconclusive; . = no result given; [ ] = remark or other dose. Unless noted, calls come from the whole dose curve; as a rule, active = well fitted curve in the direction sought with a large enough effect; inconclusive = small, poorly fitted or top-dose-only effect, or another doubt; inactive = no such curve, though single readings can be large; an effect the other way counts as inactive or inconclusive.
SMILES,A549 viability,Nrf2 block,CCT modulator,pAkt inh,Nrf2 activator,TGFb SMAD3 inh,HepG2 tox,ATXN viability,MmCpn inh
Cc1ccccc1N=C1NC(=O)CS1,-3%,3%,-1.9,i,2.2%,14%,0%,?,0%
CC[C@]1(C(=O)OC)[C@H]2C(=O)N(C)C(=O)[C@H]2[C@H]2CN=C(SCc3ccccc3)N21,1%,17%,1.6,i,-0.2%,17%,9%,i,1%
Cc1cc(C(=O)Nc2nnc(C3CC3)s2)c(C)s1,-2%,?,-1.1,i,29%,-10%,-4%,i,1%
COc1ccccc1CCC(=O)Nc1ccc(S(=O)(=O)Nc2cc(C)nc(C)n2)cc1,5%,-20%,0.0,i,-0.5%,-17%,-4%,i,-2%
CC(C)c1nn2c(=O)cc(O)nc2s1,0%,4%,-4.5,i,-0.4%,-3%,-17%,i,0%
COc1ccccc1CNC(=O)CNC(=O)N1CC(=O)Nc2ccccc21,1%,2%,-0.1,i,-0.2%,13%,9%,i,0%
CC(C)CNC(=O)c1c(N)n(/N=C/c2ccccn2)c2nc3ccccc3nc12,0%,3%,-0.2,i,-0.6%,-1%,0%,i,2%
CC(C)CN(C(=O)c1ccc(=O)n(C)n1)c1c(N)n(Cc2ccccc2)c(=O)[nH]c1=O,1%,?,-2.8,i,-0.4%,8%,5%,?,2%
CC1C(=O)Nc2ccc(S(=O)(=O)N3CCN(c4cccc(Cl)c4)CC3)cc2NC1=O (configuration not stated),-14%,?,0.6,i,-0.6%,?,-42%,?,0%
COCCNC(=O)C(c1ccccc1C)N(C(=O)Cn1nnc2ccccc21)c1cccnc1 (configuration not stated),0%,1%,-1.0,i,-0.9%,29%,2%,i,-1%
O=C(O)CC1c2ccccc2CCN1S(=O)(=O)c1ccccc1 (configuration not stated),-9%,-8%,0.5,i,0.1%,14%,1%,?,.
CCC(=O)Nc1c(C)cc(C)cc1Cl,9%,3%,5.3,i,-0.5%,12%,11%,i,1%
O=C(NCc1ccccc1Cl)c1ccc(NC(=O)N2CCSc3ccccc32)cc1,0%,-30%,.,.,0.8%,5%,-35%,i,.
COc1cccc(NC(=O)N(Cc2cc3cc(C)cc(C)c3[nH]c2=O)CC2COCCO2)c1 (configuration not stated),-16%,-21%,-0.4,i,0.1%,-9%,-22%,?,0%
Cc1cc(C)cc(-n2ccnc2SCC(=O)Nc2ccc(C)cc2C)c1,14%,.,.,.,0.5%,?,-38%,i,.

# 6 entries out of the list, ordered by heavy-atom count, rising:
SMILES,A549 viability,Nrf2 block,CCT modulator,pAkt inh,Nrf2 activator,TGFb SMAD3 inh,HepG2 tox,ATXN viability,MmCpn inh
CCC(=O)Nc1c(C)cc(C)cc1Cl,9%,3%,5.3,i,-0.5%,12%,11%,i,1%
Cc1cc(C)cc(-n2ccnc2SCC(=O)Nc2ccc(C)cc2C)c1,14%,.,.,.,0.5%,?,-38%,i,.
CC[C@]1(C(=O)OC)[C@H]2C(=O)N(C)C(=O)[C@H]2[C@H]2CN=C(SCc3ccccc3)N21,1%,17%,1.6,i,-0.2%,17%,9%,i,1%
CC(C)CNC(=O)c1c(N)n(/N=C/c2ccccn2)c2nc3ccccc3nc12,0%,3%,-0.2,i,-0.6%,-1%,0%,i,2%
O=C(NCc1ccccc1Cl)c1ccc(NC(=O)N2CCSc3ccccc32)cc1,0%,-30%,.,.,0.8%,5%,-35%,i,.
COc1ccccc1CCC(=O)Nc1ccc(S(=O)(=O)Nc2cc(C)nc(C)n2)cc1,5%,-20%,0.0,i,-0.5%,-17%,-4%,i,-2%

# More entries
SMILES,A549 viability,Nrf2 block,CCT modulator,pAkt inh,Nrf2 activator,TGFb SMAD3 inh,HepG2 tox,ATXN viability,MmCpn inh
O=C(CCl)NN1C(=O)NC2(CCCCC2)C1=O,?,?,-0.8,i,4.4%,-6%,-8%,i,-5%
COc1ccccc1-c1cc(C(=O)Nc2sc3c(c2C#N)CCCC3)no1,1%,11%,.,.,3.9%,5%,0%,.,.
COC(=O)Oc1ccc(/C=C/C(=O)OC(C)C)cc1OC(=O)OC,-8%,10%,-1.8,i,26%,0%,-14%,?,0%
CCOc1ccccc1CNC(=O)c1ccc(NC(=O)N2CC(C)Sc3ccccc32)cc1 (configuration not stated),0%,?,.,.,-0.3%,-17%,-19%,i,.
CCN(CC)c1ccc(-c2nn3c(-c4n[nH]c5c4CCC5)nnc3s2)cc1,?,.,1.2,i,2.6%,?,-67%,i,-3%
c1ccc(-n2nnnc2N2CCOCC2)cc1,5%,.,1.1,i,-0.1%,-5%,-7%,i,2%
O=C1C=CC(=Nc2ccc(F)cc2)O1,2%,-2%,-0.9,i,14%,-5%,4%,i,.
CCCNC1=CC(=O)CC(C)(C)C1,4%,-2%,1.0,i,-0.3%,18%,26%,i,0%
Cc1cc(Cl)c(OCCCn2ccnc2)c(Br)c1,-2%,-30%,-0.4,i,-0.1%,?,-38%,?,0%
CCCCCCn1c(CN2CCCC(C)C2)nc2c1c(=O)n(C)c(=O)n2C (configuration not stated),2%,18%,1.3,i,-0.9%,-3%,-13%,i,3%
NC(=O)Oc1cccc(OC(N)=O)c1,2%,-10%,2.9,i,3.1%,-3%,-2%,i,2%
CC1CN(CCS(=O)(=O)c2cc(Cl)ccc2Cl)CC(C)O1 (configuration not stated),-14%,?,-0.6,i,?,-20%,-1%,i,2%
CN(C)C(=O)c1cc(C(=O)c2c(F)cccc2F)c[nH]1,1%,-3%,1.0,i,0.4%,-2%,13%,i,-1%
Cc1ccccc1C(=O)Nc1ccc(S(=O)(=O)N2CC(C)OC(C)C2)cc1 (configuration not stated),4%,-8%,0.4,i,0.0%,-2%,1%,i,2%
CC(=O)Nc1ccc(S(=O)(=O)N2CCNC(=O)CC2)cc1,4%,16%,-2.1,i,-0.5%,-24%,3%,i,0%
CCCc1cc(=O)[nH]c(SCC(=O)c2cc(C)n(C)c2C)n1,-12%,-13%,-3.6,i,-0.5%,-18%,3%,i,1%
CN(Cc1ccccc1)C(=O)c1ccc([N+](=O)[O-])o1,-22%,-20%,0.9,i,?,?,20µM*,i,1%
CCOc1ccccc1N1CCN(C(=O)CCCc2nc3ccccc3s2)CC1,-1%,-12%,1.7,i,-0.2%,?,-4%,i,0%
CN(CC(=O)NC1CC1)S(=O)(=O)c1ccc(F)cc1,-1%,3%,-3.5,i,-0.1%,-8%,0%,i,-1%
O=C(C1CCCCC1C(=O)N1CCCCC1)N1CCCCC1 (configuration not stated),0%,2%,0.7,i,0.3%,-10%,8%,i,.
O=C(NC(=S)NCc1ccccc1)c1cccc([N+](=O)[O-])c1,2%,3%,2.4,i,0.0%,-10%,3%,i,-1%
COc1ccccc1CCNC(=O)CCn1nc(C)c2c(C)n(-c3ccccc3)nc2c1=O,10%,?,0.8,i,-0.5%,1%,-1%,i,1%
COc1ccccc1CNC(=O)CCNC(=O)Cn1cnc2ccccc2c1=O,-4%,2%,0.6,i,0.3%,4%,-9%,i,-1%
CCOc1cc(/C=N\Nc2ncc(F)c(N3CCOCC3)n2)ccc1Oc1nc(Cl)ncc1F,-10%,?,-1.8,i,-0.4%,3%,-9%,?,1%
COc1cc(/C=N/n2c(C)nnc2C)cc(OC)c1OC,-1%,14%,0.3,i,-0.3%,10%,9%,i,2%
C=CCn1c(SCC(=O)NC2CCS(=O)(=O)C2)nc2sc(CC)cc2c1=O (configuration not stated),2%,.,-1.3,i,-1.1%,4%,11%,i,0%
Cc1ccc(NC(=O)c2ccccc2OCc2c(C)noc2C)cc1S(=O)(=O)N(C)C,10%,10%,0.0,i,-0.3%,3%,7%,i,1%
COc1cccc(OC)c1C(=O)Nc1cccc(NC(=O)c2cccs2)c1,-7%,-1%,-1.8,i,2.6%,-27%,-19%,i,-1%
O=S(=O)(Oc1ccccc1)c1cccnc1,-1%,16%,-3.7,i,-0.1%,15%,3%,i,.
NC(=O)c1ccccc1NC(=O)CC12CC3CC(CC(C3)C1)C2,-3%,-14%,-0.7,i,-0.3%,?,-31%,?,-1%
CS(=O)(=O)Nc1ccccc1C(=O)Nc1cccc(Cl)c1,-3%,?,0.8,i,-0.2%,?,-22%,i,2%
O=C1C(c2ccc(F)cc2)N(Cc2ccccc2Cl)C(=O)CN1C1CCCCC1 (configuration not stated),13%,.,.,.,11%,2%,-25%,?,.
O=C1c2cnc3nc(SCc4ccc(Cl)cc4)nn3c2CC2c3ccccc3CCN12 (configuration not stated),-2%,?,0.2,?,-0.8%,?,-5%,i,-13%
CC(=O)N(c1ccc(Cl)cc1)c1c[nH]c2ccccc12,2%,-29%,-1.7,i,2.6%,-22%,-47%,i,0%
COc1ccc(C2C(C)C3(O)CC(C#N)(C(=O)N3)C2(C#N)C#N)cc1 (configuration not stated),0%,-8%,1.6,i,-1.0%,-6%,-42%,i,1%
CN(C)CCCN(C(=O)c1ccc(Cl)s1)c1nc2cc3c(cc2s1)OCO3,11%,19%,-0.5,i,3.1%,?,-95%,28µM*,1%
CCOCC(=O)Nc1ccc2c(c1)OCCO2,-9%,12%,-1.3,i,0.5%,3%,-19%,i,0%
COc1cccc(N=c2oc3cc(O)ccc3cc2C(=O)NCC2CCCO2)c1 (configuration not stated),-6%,-24%,-0.5,i,3.0%,?,-50%,?,1%
COc1cc(C2CC(=O)Oc3cc(O)ccc32)cc(OC)c1OC (configuration not stated),-2%,-1%,-0.1,i,0.9%,33%[activator],0%,i,-3%

# Source: PubChem BioAssay
